USP1 inh – blocks the human USP1/UAF1 deubiquitinase complex | AID 743255 | Potency, µM (highest dose often 57.1 µM), for the others: top-dose activity change, negative = inhibition, most hits filed as inhibitors | actives 0.23% (n = 390,000) | recombinant USP1/UAF1, Ub-Rhodamine cleavage fluorescence; further: potency means the concentration at half of the fitted maximal effect; on the % scale 0 is the no-effect control and ±100 the full control effect; nearly all actives have a fitted effect of over 60% in size; inactives centre near -12
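USP1/UAF1 complex (1 nM) preincubated 15 min at room temperature with compound, then Ub-Rho substrate (150 nM final) added. Kinetic fluorescence at 480/540 nm over 6 reads at 60 s intervals; 50 mM HEPES pH 7.8, 0.5 mM EDTA, 0.1 mg/ml BSA, 1 mM TCEP, 0.01% Tween-20.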
TrxR1 inh – rat TrxR1 inhibition; O89049; recombinant rTrxR1, NADPH fluorescence consumption, selenite substrate; Potency, µM (doses to about 114 µM), for inactives: at the highest dose activity change, negative = inhibition, actives largely listed as inhibitors; actives 1% (n = 390,000); AID 588453; further: potency means the concentration at half of the fitted maximal effect; on the % scale 0 is the no-effect control and ±100 the full control effect; nearly all actives have a fitted effect of over 65% in size
Target sequence (O89049 whole entry, looked up): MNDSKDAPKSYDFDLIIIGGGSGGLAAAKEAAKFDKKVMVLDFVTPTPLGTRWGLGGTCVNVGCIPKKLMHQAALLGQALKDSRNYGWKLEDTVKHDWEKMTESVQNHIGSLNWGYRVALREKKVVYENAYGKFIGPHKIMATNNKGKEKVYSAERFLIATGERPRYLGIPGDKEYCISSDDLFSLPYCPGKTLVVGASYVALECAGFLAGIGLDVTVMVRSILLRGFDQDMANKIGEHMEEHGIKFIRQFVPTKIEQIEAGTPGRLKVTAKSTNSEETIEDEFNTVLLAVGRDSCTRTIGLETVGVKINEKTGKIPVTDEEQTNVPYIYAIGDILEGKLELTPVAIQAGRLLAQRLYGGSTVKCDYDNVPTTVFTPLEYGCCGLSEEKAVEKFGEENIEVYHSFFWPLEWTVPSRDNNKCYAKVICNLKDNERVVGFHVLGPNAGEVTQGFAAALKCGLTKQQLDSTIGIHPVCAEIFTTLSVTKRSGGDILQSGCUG
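Rat TrxR1 (90 nM in the dispensed reagent) was pre-reduced with 400 uM NADPH for 5 min at room temperature, then incubated with compound for 15 min. After 400 uM selenite was added, NADPH fluorescence (Ex 340/Em 450 nm) was followed for 8 min.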
HP1b binding inh – blocks HP1-beta chromodomain binding to methylated histone tails; P83916; AlphaScreen HP1-beta / biotin-H3K9me3 peptide binding; Potency, µM (titrated, usually from 114 µM), without a hit: at the highest dose activity change, negative = inhibition, most hits filed as inhibitors; actives 0.56% (n = 390,000); further: potency means the concentration at half of the fitted maximal effect; nearly all actives have a fitted effect of over 70% in size; inactives centre near 23
Target sequence (P83916 whole entry, looked up): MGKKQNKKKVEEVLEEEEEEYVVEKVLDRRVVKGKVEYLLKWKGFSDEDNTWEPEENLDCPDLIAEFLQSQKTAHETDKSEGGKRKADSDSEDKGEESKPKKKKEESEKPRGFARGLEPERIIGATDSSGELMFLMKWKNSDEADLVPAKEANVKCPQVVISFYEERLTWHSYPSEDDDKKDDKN
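Compound inhibition of the preformed complex between 50 nM HP1-beta and 50 nM biotinylated H3K9me3 peptide was read by AlphaScreen. Buffer was PBS pH 7.4 with 0.01% Tween-20. Incubations ran 30 min at room temperature, with 10 ug/mL donor/acceptor beads.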
TrxR1 substrate – rat thioredoxin reductase 1 substrate activity. O89049. purified TrxR1 substrate turnover, NADPH consumption readout. Potency, µM (top dose mostly 114 µM), without a hit: at the highest dose activity change, negative = substrate turnover. actives 0.01% (n = 390,000); further: potency means the concentration at half of the fitted maximal effect; on the % scale 0 is the no-effect control and ±100 the full control effect; nearly all actives have a fitted effect of over 50% in size
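Rat TrxR1, dispensed at 90 nM, was prereduced with 400 uM NADPH (final) for 5 min at ~22 deg C, then incubated with compound 15 min before 400 uM selenite. A first-read NADPH fluorescence drop versus no-compound background flagged substrates.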
Tb PGK inh – T. brucei PGK inhibition. PGK/GAPDH coupled, Kinase-Glo luminescence, 60 min. Potency, µM (series often up to 57.5 µM), without a hit: at the highest dose activity change, negative = inhibition, hits mostly inhibitors. actives 0.043% (n = 380,000); further: potency means the concentration at half of the fitted maximal effect; on the % scale 0 is the no-effect control and ±100 the full control effect; nearly all actives have a fitted effect of over 60% in size
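Recombinant glycosomal PGK reaction used 1,3-bisphosphoglycerate generated in-well by GAPDH (100nM final) in 100mM TEA pH 7.6, 5mM MgCl2, 0.01% Tween-20. After 60 minutes at room temperature, ATP was read by Kinase-Glo Plus luminescence end-point.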
Pin1 inh – human Pin1 inhibition. Q13526. Pin1 FP peptide displacement, HiFluor488, 10 min. Potency, µM (highest dose often 115 µM), for the others: at the top dose activity, negative = inhibition, actives largely listed as inhibitors. actives 0.009% (n = 390,000); active means well fitted inhibition curve with a large enough effect in the polarisation, with a control signal flat, not every such curve was filed as active; inconclusive means small, poorly fitted or top-dose-only effect, or effect the other way, or a change in a side signal; inactive means no such curve, though single readings can be large or run the other way; the % refers to the polarisation; further: potency means the concentration at half of the fitted maximal effect; on the % scale 0 is the no-effect control and ±100 the full control effect
Target sequence (Q13526 whole entry, looked up): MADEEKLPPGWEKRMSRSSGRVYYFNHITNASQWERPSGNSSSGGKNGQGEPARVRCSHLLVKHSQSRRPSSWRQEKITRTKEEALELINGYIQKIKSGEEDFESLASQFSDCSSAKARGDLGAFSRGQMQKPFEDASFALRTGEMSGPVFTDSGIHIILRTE
GLS inhibitor – blocks human kidney-isoform glutaminase activity | O94925 | GLS enzymatic activity, qHTS titration | Potency, µM (titrated, usually from 45.5 µM), without a hit: at the top dose activity change, negative = inhibition, actives largely listed as inhibitors | actives 0.21% (n = 410,000); further: potency means the concentration at half of the fitted maximal effect; on the % scale 0 is the no-effect control and ±100 the full control effect
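Compounds were pin-transferred onto hKGA, after which L-glutamine (1 mM solution) and a detection mix of glutamate oxidase, HRP and Amplex Red were added. Initial and 30 min RT fluorescence reads were collected.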
PI4K2A block – inhibitors of human PI4K2A. Q9BTU6. purified PI4K2A, ADP-Glo luminescence, 1 h; hits give low values. activity change, negative = inhibition, % at 76.9 µM. actives 0.13% (n = 420,000). AID 1346378; in the data active means activity change below about -50%; inconclusive means mostly about -30% to -49%;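 further: -100% = wells without enzyme as full effect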
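PI4K2A activity was measured by ADP-Glo luminescence: enzyme (4 ug/mL stock) and phosphatidylinositol (1.2 mM stock) in Tris pH 7.5/MgCl2/EGTA/Triton X-100 buffer were reacted with ATP (300 microM stock) for one hour at ambient temperature.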
mIDH1 inhibitor – inhibitors of human mutant IDH1 R132H. O75874. IDH1-R132H enzyme, NADPH consumption, diaphorase/resazurin fluorescence. Potency, µM (series often up to 76.6 µM), for inactives: at the top dose activity change, negative = inhibition, most hits filed as inhibitors. actives 0.093% (n = 390,000). AID 602179; further: potency means the concentration at half of the fitted maximal effect; on the % scale 0 is the no-effect control and ±100 the full control effect; nearly all actives have a fitted effect of over 65% in size
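IDH1-R132H (0.5 ug/mL) preincubated 30 min with compound, then NADPH (0.016 mM) and alpha-KG (2 mM) added; 80 min at RT, pH 7.5. Remaining NADPH coupled via diaphorase/resazurin to fluorescence (540/590 nm); concentration-response curves normalized to no-enzyme control.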
The depositor's hits bear a star; i = inactive; ? = inconclusive; / = not tested or not shown; & = joins results of further samples; [ ] = another dose, or the depositor's remark. Unless noted, the call rests on the fitted dose curve; in most records, active means well fitted curve in the direction sought with a large enough effect; inconclusive means small, poorly fitted or top-dose-only effect, or another doubt; inactive means no such curve, though single readings can be large; an effect the other way counts as inactive or inconclusive. Only part of the results is shown (hit frequency here may not be typical).

Results follow in this order: USP1 inh	TrxR1 inh	HP1b binding inh	TrxR1 substrate	Tb PGK inh	Pin1 inh	GLS inhibitor	PI4K2A block	mIDH1 inhibitor
COC(=O)c1cccc(N2C(=O)C3C4C=CC(CC4)C3C2=O)c1 (centres undefined)
→ -6.4%	7.1%	53.2%[activator]	-0.7%	/	-1.9%	13.4%	-1.7	6.5%
C/C(=N\N1C(=O)c2ccccc2NC1c1ccccc1)c1ccccc1O (centres undefined)
→ -17.1%	37.9%[0.0914 µM]	46.3%[activator]	-1.9%[57.1 µM]	i	-1.0%	-8.9%	4.5	8.7%
C[C@@H]1CN([C@H](C)CO)S(=O)(=O)c2ccc(Br)cc2O[C@H]1CN(C)C(=O)Nc1cccc(F)c1
→ -1.1%	/	/	/	8.5%	/	0.6%	5.5	-0.9%
CN(Cc1ccccc1)Cc1nc2c(c(=O)n(C)c(=O)n2C)n1Cc1ccccc1Cl
→ -14.6%	-1.4%	29.5%	-7.3%	-1.5%	-1.4%	-4.7%	3.8	9.6%
COC(=O)C(/C=N/OCc1ccc([N+](=O)[O-])cc1)NC(=O)c1cccc(Cl)c1 (centres undefined)
→ -2.6%	-1.7%	?	-11.6%	-5.8%	-5.7%	27.9%	-2.4	0.2%
COc1ccc(/C=C/C(=O)NC(=S)N2CCN(C)CC2)cc1
→ -22.3%	-14.4%[57.1 µM]	38.8%	-11.6%[57.1 µM]	-4.2%	-21.6%	0.0%	-3.3	0.5%
Cc1cc(C(=O)N/N=C/c2ccc([N+](=O)[O-])o2)c(C)o1
→ ?	?	7.9%[57 µM]	-3.0%	-3.9%	0.6%	-6.2%	-4.8	0.6%
C=CCNC(=O)N1CCC(c2nc3ccccc3s2)CC1
→ -16.4%	9.3%	19.8%	2.6%	8.9%	1.0%	-3.0%	0.0	-8.9%
CCOC(=O)Cc1csc(NC(=O)/C=C\c2ccccc2)n1
→ 2.7%	-0.8%[57.1 µM]	21.8%	-1.6%[57.1 µM]	i	-1.0%	-1.1%	0.6	-1.2%
O=C(CNC(=O)CNC(=O)c1ccc(Cl)cc1Cl)NCc1cccc(Cl)c1
→ -16.4%	6.0%[0.457 µM]	15.1%	2.2%	2.2%	-0.8%	4.2%	-19.3	8.9%
CCCN(CC(=O)Nc1ccccc1OC)C(=O)c1ccc(S(=O)(=O)Nc2ccccc2OC)cc1
→ -3.2%	-1.0%	40.6%[activator]	-3.6%	9.1%	8.1%	4.8%	5.2	-7.3%
O=C(c1cnn(-c2ccc(F)cc2)c1-n1cccc1)N1CCN(c2ccccc2)CC1
→ -17.1%	3.3%	27.3%	-3.5%	4.4%	-1.0%	7.6%	2.6	0.0%
CCOc1ncccc1C(=O)Nc1ccc(S(=O)(=O)Nc2cc(C)nc(C)n2)cc1
→ -17.6%	9.3%	41.8%[activator]	-8.4%	-0.6%	-4.6%	-3.8%	1.2	-12.9%
COc1ccc(/C=C/C(=O)OCc2csc(-c3ccccc3)n2)cc1OC
→ -14.0%	13.9%	45.8%[activator][57 µM]	10.6%	2.1%	24.6%	0.0%	6.6	-0.2%
COc1ccc2nc(-c3ccccc3)[nH]c2c1
→ -14.4%	-19.1%	20.3%	255.4%[activator]	-15.1%	0.1%	9.0%	?	2.7%
COc1ccccc1NC(=O)CSc1nc(O)c(Cc2ccccc2)c(=O)[nH]1
→ -20.0%	12.1%	27.4%	2.8%	-10.5%	-4.7%	9.8%	-1.5	-2.2%
Cc1ccc(OC(=O)CSc2nnc(-c3cccs3)o2)cc1
→ -10.2%	9.4%	54.8%[activator]	18.5%	7.2%	2.8%	3.9%	1.2	-0.5%
Cc1ccc(OCc2n[nH]c(=S)n2N)cc1C
→ -19.2%	-1.1%[57.1 µM]	21.5%	6.8%[57.1 µM]	i	0.7%	1.8%	6.3	20.5%
CCc1ccc(CNC(=O)C2CCN(c3nnc(C)c4c(C)n(-c5ccc(C)cc5)nc34)CC2)cc1
→ -16.9%&-15.4%	40.3%&15.4%[activator]	17.3%&44.8%	24.9%&13.3%	-4.7%&-7.0%	?	?	-2.4&6.6	-0.4%&-1.1%
Cc1c(C(=O)N(Cc2ccc(N(C)C)cc2)C2CCS(=O)(=O)C2)oc2ccccc12 (centres undefined)
→ -13.0%&-14.0%	8.3%&14.3%	?	1.4%&3.8%	0.4%&-5.8%	-1.1%&-5.7%	-1.9%&21.5%	7.8&-3.9	11.2%&27.2%
CC1=C(C)[N+](=O)C2CCCCC2N1[O-] (centres undefined)
→ -11.3%	8.5%[57.1 µM]	9.2%	2.3%[57.1 µM]	i	-0.4%	4.1%	-0.9	-2.4%
CCc1ccc(NC(=O)c2sc3nc(C)c(Cl)c(C)c3c2N)cc1
→ -16.3%	39.4%[activator]	68.0%[activator]	105.5%[activator]	i	3.4%	2.2%	-4.3	7.9%
COc1ccc(OC)c(NC(=O)N2CCCC(CNS(=O)(=O)c3cccs3)C2)c1 (centres undefined)
→ 2.3%	-7.7%[57.1 µM]	1.0%	2.5%[57.1 µM]	3.6%	5.5%	2.9%	2.3	12.4%
Cc1ccc(/C=C2\SC(=S)N(CCCC(=O)Nc3nccs3)C2=O)cc1
→ -10.2%	-12.9%	22.3%	-9.6%	-4.2%	8.9%	0.8%	-2.2	1.6%
CCOc1ccc(OCC)c(NS(=O)(=O)c2ccc(-c3coc(C)n3)cc2)c1
→ -19.2%	-8.5%[57.1 µM]	22.1%[57 µM]	-9.3%[57.1 µM]	i	0.0%	2.3%	-3.8	-14.9%
Cc1cccc(CN2C(=O)N/C(=C/c3ccc(C)s3)C2=O)c1
→ -10.5%	?	48.1%[activator]	4.6%	1.9%	?	10.3%	-0.6	-0.2%
COc1ccccc1C1CCN(c2ccc([N+](=O)[O-])cn2)CC1
→ -12.0%	12.0%[57.1 µM]	1.6%	-8.0%	-9.6%	?	4.4%	1.1	3.9%
CCO[C@@H]1OC(C(=O)O)=C[C@H](c2ccc(C(F)(F)F)cc2)[C@H]1CCCO
→ -26.7%	14.6%	31.1%	5.5%	-10.8%	-5.1%	-0.9%	-0.1	-1.9%
Cc1cc(C)c(S(=O)(=O)c2ccccc2)c(N(C)C)n1
→ -5.1%	6.0%	29.1%	1.1%	8.8%	-1.6%	6.7%	9.0	6.6%
Cc1ccc(S(=O)(=O)Cn2nnnc2C(c2ccc(F)cc2)N2CCC(C(N)=O)CC2)cc1 (centres undefined)
→ -8.2%	-1.7%	50.6%[activator]	-3.1%	i	-4.8%	-10.4%	2.5	8.3%
CCN(CC)S(=O)(=O)c1ccc(C(=O)Nc2nnc(-c3ccco3)o2)cc1
→ -13.7%	3.7%	17.0%	-7.7%	-1.1%	-1.2%	3.3%	2.6	2.8%
C#CC(CC)(CC)NC(=O)c1nn(-c2ccccc2Cl)c(C)cc1=O
→ 10.7%	-0.1%	0.8%	-8.1%	2.9%	0.9%	-2.7%	-6.1	2.6%
O=C(NCCC1=CCCCC1)C1CCN(S(=O)(=O)c2cccc3nonc23)CC1
→ -3.3%	7.3%[57.1 µM]	-2.5%	-9.4%	-9.9%	-1.7%	-3.3%	-0.9	2.7%
FC(F)(F)c1cc(-c2cccs2)nc(-n2cc(Br)cn2)n1
→ -11.6%	-5.1%	29.3%	81.0%[activator]	-4.5%	0.4%	-3.4%	2.3	5.1%
COc1ccc(/C=N/NC(=O)c2ccncc2)c(OC)c1
→ -23.1%	5.0%	50.2%[activator]	-4.1%	/	-2.0%	3.9%	-1.8	4.6%
O=C(/C=C/c1ccccc1)NCc1cccnc1
→ -3.7%	-9.5%	-8.5%	-8.2%	i	-14.4%	2.8%	-7.7	-13.9%
CCOCCc1nn2c(=O)cc(COC(=O)c3ccccc3NC(=O)c3ccc(C)cc3)nc2s1
→ -5.0%	11.4%[57.1 µM]	13.7%	6.4%[57.1 µM]	-8.4%	-3.8%	0.2%	-1.0	1.1%
O=C(CSCc1c(F)cccc1Cl)NNC(=S)NC1CCCCC1
→ -16.9%	-15.4%	21.4%	-5.0%	i	1.0%	18.6%	-3.8	8.8%
COc1cc(Br)c(C(C)NC(=O)c2ccc(C)cc2)cc1OC (centres undefined)
→ -15.5%	19.5%	17.0%	2.6%	-3.4%	7.2%	1.0%	3.1	-5.3%
Nc1ccc2oc(-c3cc(Br)ccc3Cl)nc2c1
→ -16.8%	14.0%	6.5%	3.8%	-0.5%	28.1%	12.0%	0.4	3.1%
Cc1ccc(NC(=O)COC(=O)C2C3CC4OC(=O)C2C4C3)cc1 (centres undefined)
→ -21.2%	18.2%	46.9%[activator]	2.6%	2.0%	-7.8%	2.5%	-0.1	1.2%
COc1ccc(NC(=S)NCCC(c2ccccc2)c2ccccc2)c(OC)c1
→ -14.5%	8.3%	-7.3%	-0.7%	4.9%	1.1%	-3.0%	8.4	-0.6%
O=C1CSC(=S)N1Nc1ccccc1
→ ?	3.0%[2.29 µM]	-0.4%[57 µM]	5.8%[57.1 µM]	-8.1%	?	27.5%	-9.9	-2.1%
CC(C)(C)[C@H]1C=C(C(=O)Nc2ccccc2)O[C@@H](OCc2ccc(CO)cc2)C1
→ -13.0%	10.6%[57.1 µM]	5.0%	0.5%[57.1 µM]	i	-5.0%	-1.4%	3.1	1.2%

From PubChem BioAssay
